Screens deposited in PubChem by National Center for Advancing Translational Sciences (NCATS).
TRb-SRC2 inh = qHTS for Inhibitors of the Interaction of Thyroid Hormone Receptor and Steroid Receptor Coregulator 2; Thyroid hormone receptor beta (Homo sapiens), P10828; TRbeta-SRC2 peptide binding, fluorescence polarization; receptor liganded with 1 µM T3; actives 0.065% (n = 280,000); Potency, µM (titrated, usually from 106 µM), for inactives: at the top dose activity change, negative = inhibition, usual class: inhibitors;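 note: plate controls were bound peptide for no effect and peptide without receptor for full effect; nearly all actives have a fitted effect of over 50% in size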
Target sequence (P10828 whole entry, looked up): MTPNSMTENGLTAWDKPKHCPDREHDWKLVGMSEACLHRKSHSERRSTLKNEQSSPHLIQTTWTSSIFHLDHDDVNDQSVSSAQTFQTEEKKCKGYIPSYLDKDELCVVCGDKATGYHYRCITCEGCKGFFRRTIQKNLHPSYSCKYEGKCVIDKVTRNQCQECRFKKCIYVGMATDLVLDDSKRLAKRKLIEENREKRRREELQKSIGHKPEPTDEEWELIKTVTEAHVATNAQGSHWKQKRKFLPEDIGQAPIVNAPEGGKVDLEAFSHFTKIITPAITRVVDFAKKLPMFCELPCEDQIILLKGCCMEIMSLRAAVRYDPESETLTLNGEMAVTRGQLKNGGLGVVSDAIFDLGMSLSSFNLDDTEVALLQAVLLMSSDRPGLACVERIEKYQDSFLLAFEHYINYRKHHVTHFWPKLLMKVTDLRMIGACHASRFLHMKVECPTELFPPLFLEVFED
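Decrease in fluorescence polarization of 20 nM Texas Red SRC2 coactivator peptide flagged inhibition of its binding to 0.6 uM TRb LBD; 1 uM T3 included, incubation 5 hr, ex 555/em 632 nm.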
SMN2 splice up = qHTS Assay for Enhancers of SMN2 Splice Variant Expression; Potency, µM (top dose mostly 46.1 µM), for inactives: at the highest dose activity change, positive = activation, usual class: activators; HEK293 SMN2-luciferase splicing reporter, luminescence, 30-36 h; actives 2.8% (n = 210,000); note: % of control where 0% means no effect; nearly all actives have a fitted effect of over 55% in size
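HEK293 cells carry an SMN2 minigene-luciferase reporter in which exon 7 inclusion puts luciferase in frame. Cells were seeded at 2000 cells/well, attached for 10-12 hours, then exposed to compounds for 30-36 hours at 37C before ONE-Glo luminescence.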
TR SRC2 fluor cs = Total Fluorescence Counterscreen for Inhibitors of the Interaction of Thyroid Hormone Receptor and Steroid Receptor Coregulator 2; TRb/SRC2 Texas Red total fluorescence interference; Potency, µM (highest dose often 106 µM), inactives show at the top dose fluorescence change, negative = quenching; actives 0.29% (n = 280,000); AID 1479, 2009; active = well fitted curve in either direction with a large enough effect; inconclusive = small, poorly fitted or top-dose-only effect; note: % is set by controls: 0 for no effect and ±100 for the full control effect
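Flags fluorescent or light-absorbing compounds by total fluorescence, S + 2P, at 555 nm excitation and 632 nm emission. Mixture: 20 nM Texas Red SRC2 peptide, 0.6 uM human TRb LBD, 1 uM T3, 5% DMSO; compound exposure 5 h at ambient temperature.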
RECQ1 helicase = qHTS Assay for Inhibitors of RecQ-Like Dna Helicase 1 (RECQ1); RECQ1 DNA unwinding, red fluorescence kinetic read; Potency, µM (top dose mostly 57.3 µM), for the others: top-dose activity, negative = inhibition, hits mostly inhibitors; actives 0.54% (n = 240,000); AID 2549, 2010;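 note: plate controls were vehicle for no effect and no enzyme for full effect; nearly all actives have a fitted effect of over 30% in size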
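RECQ1T1 50 nM; forked duplex (20 bp + 30-nt ss tails) 200 nM, ATP 2 mM final; pH 8.0, 2 mM MgCl2, 2.5 ug/ml poly(dI-dC); 15 min compound preincubation; discontinuous kinetic read over 2 h at RT.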
LMNA splice mod = qHTS Assay for Modulators of Lamin A Splicing. Potency, µM (highest dose often 46.1 µM), inactives show at the highest dose ratio change, negative = inhibition, actives largely listed as inhibitors. AID 1487, 2009. HeLa LMNA splicing GFP/RFP minigene ratio, 48 h. actives 0.01% (n = 200,000); active = well fitted inhibition curve with a large enough effect in the signal ratio, with a control signal flat, not every such curve was filed as active; inconclusive = small, poorly fitted or top-dose-only effect, or effect the other way, or a change in a side signal; the % refers to the signal ratio; note: % is set by controls: 0 for no effect and ±100 for the full control effect
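Read-out is the ratio of GFP to DsRed2 object intensity, acquired by 488 nm laser-scanning cytometry on HeLa lamin A-EGFP minigene reporter cells. Compound incubation 48 hrs at 37 °C in Opti-MEM with 2% FBS; DMSO 0.5% final.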
ALDH1A1 inh = qHTS Assay for Inhibitors of Aldehyde Dehydrogenase 1 (ALDH1A1); Aldehyde dehydrogenase 1A1 (Homo sapiens), P00352; Purified ALDH1A1, NADH fluorescence, propionaldehyde substrate; Potency, µM (doses to about 75.3 µM), inactives show at the highest dose activity, negative = inhibition, actives largely listed as inhibitors; actives 7.3% (n = 220,000); AID 1030, 2008; active = well fitted inhibition curve with a large enough effect, not every such curve was filed as active; inconclusive = small, poorly fitted or top-dose-only effect, or another doubt; inactive = no such curve, though single readings can be large or run the other way;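 note: plate controls were no enzyme wells and a reference inhibitor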
GoLoco inh red = qHTS Assay for Inhibitors of RGS12 GoLoco Motif Activity (Red Fluorophore). Gai1:RGS12 GoLoco peptide FP, rhodamine, 10 min. Potency, µM (doses to about 61.6 µM), inactives show top-dose activity, negative = inhibition, usual class: inhibitors. actives 0.44% (n = 230,000); active = well fitted inhibition curve with a large enough effect, not every such curve was filed as active; inactive = no such curve, though single readings can be large or run the other way; note: % is set by controls: 0 for no effect and ±100 for the full control effect; nearly all actives have a fitted effect of over 30% in size; many of its hits are not listed in these tables
KDM4E inh = qHTS Assay for Inhibitors of Human Jumonji Domain Containing 2E (JMJD2E). Lysine-specific demethylase 4E (Homo sapiens), B2RXH2. JMJD2E catalytic domain, FDH-coupled NADH fluorescence (FDH is formaldehyde dehydrogenase). Potency, µM (doses to about 57.1 µM), inactives show at the highest dose activity change, negative = inhibition, usual class: inhibitors. actives 1.6% (n = 230,000). AID 2147, 2009; active = well fitted inhibition curve with a large enough effect, not every such curve was filed as active; inconclusive = small, poorly fitted or top-dose-only effect, or another doubt; inactive = no such curve, though single readings can be large or run the other way;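 note: 0% = wells with enzyme and -100% = buffer wells without enzyme; nearly all actives have a fitted effect of over 50% in size; many of its hits are not listed in these tables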
Target sequence (B2RXH2 1-337 limits assumed): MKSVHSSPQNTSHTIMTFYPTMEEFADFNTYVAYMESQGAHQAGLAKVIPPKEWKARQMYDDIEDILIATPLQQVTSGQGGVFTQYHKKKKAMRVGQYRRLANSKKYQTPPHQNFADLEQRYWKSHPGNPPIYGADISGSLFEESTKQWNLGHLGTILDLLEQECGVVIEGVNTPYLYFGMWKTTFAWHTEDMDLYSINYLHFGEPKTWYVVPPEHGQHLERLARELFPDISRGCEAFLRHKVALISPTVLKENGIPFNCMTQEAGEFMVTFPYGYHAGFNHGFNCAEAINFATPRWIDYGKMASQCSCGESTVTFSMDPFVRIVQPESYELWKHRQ
Active calls of the source: *; i = inactive; ? = inconclusive; · = no result given; & = joins results of further samples; ! = repeats disagree; [ ] = remark or other dose. Unless noted, calls come from the whole dose curve; as a rule, active = well fitted curve in the direction sought with a large enough effect; inconclusive = small, poorly fitted or top-dose-only effect, or another doubt; inactive = no such curve, though single readings can be large; an effect the other way counts as inactive or inconclusive. Potency is the fitted concentration of half-maximal effect. The list is partial; count on the stated rates, not on these rows.

Preview, eight compounds:
SMILES	TRb-SRC2 inh	SMN2 splice up	TR SRC2 fluor cs	RECQ1 helicase	LMNA splice mod	ALDH1A1 inh	GoLoco inh red	KDM4E inh
O=C(N1CCCCC1)N1CCC(c2nc3ccccc3[nH]2)CC1	1%	·	-2%	-10%	·	·	5%	2%
COC(=O)CC1C2(C)CC34OC5(C)O[C@@]6(C7/C(=C(/OC)C(C)C)C(=O)OC(c8ccoc8)[C@@]7(C)C(OC(=O)C(C)C)C(OC)[C@]6(O5)[C@@]13C)C(OC)[C@]4(OC)C2OC(C)=O (stereo not given in full)	-3%	-8%	-1%	-1%	·	3%	-2%	-5%
Cc1ccc(Cl)cc1N1CCN(C(=O)c2cc3c(=O)[nH]c4ccccc4c3n2C)CC1	10%	-69%[inhibitor]	3%	1%	?	19%	-9%	3%
O=c1[nH]c2cc3c(cc2cc1C(c1nnnn1Cc1ccccc1)N1CCCCCC1)OCCO3 (stereo not given)	-3%	9%	-7%	-2%	4%	?	-8%	?
CCN1C(=O)/C(=C\N2CCN(c3cccc(Cl)c3)CC2)SC1=S	10%	-9%	0%	-2%	6%	?	5%	-1%
CCOc1cc(NC(=O)c2cccs2)c(OCC)cc1NC(=O)CCC(=O)NCCN1CCOCC1	-1%	·	-2%	-8%	10%[46 µM]	-9%	2%	3%
O=C(Nc1nncs1)C1(c2ccccc2)CCCC1	-1%	0%	3%	i	16%	7%	-9%	1%
O=C(Nc1ccccc1Oc1ccccc1)c1ccc(Br)o1	0%	3%	0%	-10%	-3%	-15%	2%	-12%

This part in full, from the first entry:
SMILES	TRb-SRC2 inh	SMN2 splice up	TR SRC2 fluor cs	RECQ1 helicase	LMNA splice mod	ALDH1A1 inh	GoLoco inh red	KDM4E inh
O=C(N1CCCCC1)N1CCC(c2nc3ccccc3[nH]2)CC1	1%	·	-2%	-10%	·	·	5%	2%
COC(=O)CC1C2(C)CC34OC5(C)O[C@@]6(C7/C(=C(/OC)C(C)C)C(=O)OC(c8ccoc8)[C@@]7(C)C(OC(=O)C(C)C)C(OC)[C@]6(O5)[C@@]13C)C(OC)[C@]4(OC)C2OC(C)=O (stereo not given in full)	-3%	-8%	-1%	-1%	·	3%	-2%	-5%
Cc1ccc(Cl)cc1N1CCN(C(=O)c2cc3c(=O)[nH]c4ccccc4c3n2C)CC1	10%	-69%[inhibitor]	3%	1%	?	19%	-9%	3%
O=c1[nH]c2cc3c(cc2cc1C(c1nnnn1Cc1ccccc1)N1CCCCCC1)OCCO3 (stereo not given)	-3%	9%	-7%	-2%	4%	?	-8%	?
CCN1C(=O)/C(=C\N2CCN(c3cccc(Cl)c3)CC2)SC1=S	10%	-9%	0%	-2%	6%	?	5%	-1%
CCOc1cc(NC(=O)c2cccs2)c(OCC)cc1NC(=O)CCC(=O)NCCN1CCOCC1	-1%	·	-2%	-8%	10%[46 µM]	-9%	2%	3%
O=C(Nc1nncs1)C1(c2ccccc2)CCCC1	-1%	0%	3%	i	16%	7%	-9%	1%
O=C(Nc1ccccc1Oc1ccccc1)c1ccc(Br)o1	0%	3%	0%	-10%	-3%	-15%	2%	-12%
Nc1nc(Cl)cc(Sc2ccc(F)cc2)n1	-1%	7%	-2%	6%	6%	9%	5%	-3%
COc1ccc(-c2cc(C(=O)NCC3CCCO3)c3cc(C)ccc3n2)cc1 (stereo not given)	-3%	?	1%	i	·	?	15%	?
O=C(N/N=C/c1ccc([N+](=O)[O-])o1)c1cn(-c2ccccc2)nc1-c1ccc(Cl)cc1	4%	-9%	-2%	22%	·	9%	35%[activator]	6%
Cc1cccc(NC(=O)C2CCN(S(=O)(=O)c3cccs3)CC2)c1	10%	-14%	-2%	-1%	-6%	3%	0%	7%
COc1ccccc1/C=N/NC1=NCCCCC1	-17%	-15%	-1%	-6%	6%	2%	2%	-10%
Cn1cc(SCC(=O)NCC2CCCO2)c2ccccc21 (stereo not given)	-2%	-10%	-6%	3%	-5%	2%	5%	-2%
Clc1ccc(-n2nnnc2-c2ccccc2)cc1	-3%	-6%	1%	-4%	?	-2%	7%	8%
NNC(=O)c1ccc(CSc2n[nH]c(=O)[nH]c2=O)cc1	-5%	·	1%	-26%	·	·	7%	-19%
CN(C)S(=O)(=O)N1CCN(C(=O)N2CCOCC2)CC1	2%	-15%	-1%	-6%	0%	7%	7%	13%
O=C(O)c1cc(-c2ccco2)nc2ccc(Br)cc12	3%&-3%	0%&7%	-23%&-6%	3.2µM*!	?	4µM*!	-11%&-15%	?
c1ccc(Cc2noc(CN3CCN(CCOc4ccccc4)CC3)n2)cc1	2%	·	-1%	-13%	·	0%	3%	-1%
COc1ccc(/C(N)=N/OC(=O)c2ccc([N+](=O)[O-])c(C)c2)cc1OC	2%	-10%	0%	i	-9%[46 µM]	3%	5%	11%
O=C(N/N=C/c1cc2c3c(c1O)CCCN3CCC2)c1ccccc1O	-8%	-102%[inhibitor]	-2%	-9%	?	-4%	28µM*	32µM*
COc1ccc(OC)c(C(=O)c2oc3ccccc3c2NC(C)=O)c1	3%	13%	-3%	-6%	-19%	-10%	-2%	-13%
O=C(Nc1nc2cc(Cl)ccc2s1)C1CCCN(S(=O)(=O)c2cccc3cccnc23)C1 (stereo not given)	-4%	-12%	-6%	-16%	-12%	-13%	26%	?
Cc1c(NC(=O)c2cc3nc(-c4ccc(Br)cc4)cc(C(F)(F)F)n3n2)c(=O)n(-c2ccccc2)n1C	-17%	-13%	-1%	-9%	3%	9%	2%	-4%
CC(C)C(=O)Nc1ccc(C(=O)c2ccccc2)cc1	6%	?	-1%	1%	-5%	?	5%	3%
C=CCn1c(CCNC(=O)C(C)(C)C)nc2ccccc21	4%	-8%	-2%	-9%	-4%	7%	12%	5%
Cc1nc(NC(=O)c2ccc(OCC(C)C)cc2)sc1Cc1ccc2c(c1)OCO2	3%	-21%	3%	i	?	-1%	8%	14%
CCc1cc(=O)oc2cc(C)c(CN3CCCC3)c(O)c12	?	·	?	7.1µM*	6%	?	·	25µM*
CCCNC(=O)CN1C(=O)NC(CCc2ccccc2)C1=O (stereo not given)	0%	10%	-3%	-15%	?	0%	42%[activator]	-10%
Cc1ccc(NCc2ccc(O)c3ncccc23)cc1	9%[53 µM]	·	2%[53 µM]	-10%	·	3%	-23%	-2%
O=C(c1ccncc1)N1CCC2(CCCN(Cc3ccccc3)C2)CC1	·	-3%	·	-1%	·	6%	5%	·
CN(C)CCN1CC(C(=O)O)CC1=O (stereo not given)	-18%	22%	-1%	-3%	1%	5%	1%	-5%
CN(C)/C=C/C(=O)c1ccc(S(=O)c2ccccc2)cc1 (stereo not given)	2%	11%	-2%	i	·	?	10%	-14%
COc1ccc(OC)c(NC(=O)C(C)Oc2ccc(Br)cc2)c1 (stereo not given)	-1%	-17%	1%	-1%	-3%[46 µM]	-1%	10%	-2%
Nc1cccc2c1C(=O)N(C(=O)c1ccc(Cl)c(S(=O)(=O)N3CCCCCC3)c1)C2=O	16%	7%	-1%	-9%	17%	?	116%[activator]	?
O=c1cc[nH]c2c(Cl)cccc12	0%	·	-2%	1%	·	-1%	2%	-16%
CC(=O)c1ccc(N2CCCCCC2)c(F)c1	5%	-15%	4%	i	9%	1%	-9%	4%
CCOC(=O)C(c1ccccc1)C(Nc1ccc(Cl)c(Cl)c1)c1ccccn1 (stereo not given)	-6%	·	-1%	-6%	·	-7%	47%[activator]	-1%
CCOc1ccc(NC(=O)CCn2c(=O)[nH]c3ccsc3c2=O)cc1	-11%	17%	1%	-2%	-2%	0%	2%	7%
COc1ccc(NC(=O)Nc2nc3c(s2)CCCC3)cc1	0%	13µM*	-1%	i	?	-3%	-3%	-5%
CCOC(=O)c1sc(-c2ccc(OC)cc2)cc1NC(C)=O	3%	16µM*	-1%	i	?	?	6%	?
COc1ccc(OC)c(NC(=O)CSc2ncccc2C(=O)O)c1	-21%	2%	3%	-16%	13%	?	-18%	-11%
O=C(NCCCn1ccnc1)/C(=C/c1ccco1)NC(=O)c1cccs1	0%	18%	-3%	-3%	·	2%	-1%	1%
N#Cc1cccc(-c2cc(NCc3cccs3)ncn2)c1	-5%	?	-5%	-9%	?	?	3%	5%
CC(=O)c1cc2c(cc1NC(=O)Nc1cccc(Cl)c1)OCCO2	-17%	-35%[inhibitor]	-5%	17%	4%	?	14%	?
CC(=O)Nc1ccc2c(COC(=O)CC3Sc4ccccc4NC3=O)cc(=O)oc2c1 (stereo not given)	9%	8%	-4%	?	?	?	11%	?
c1ccc2sc(N3CCN(Cc4nnnn4CC4CCCO4)CC3)nc2c1 (stereo not given)	1%	-22%	-1%	-13%	?	?	3%	-8%
O=C(NC1CCc2ccccc21)C12CN(Cc3ccccc3)CC1C(c1cccc([N+](=O)[O-])c1)=NO2 (stereo not given)	-21%	-15%	0%	-9%	-2%	?	12%	-15%
Cc1ccc(C(=O)O/N=C(\N)Cc2ccc([N+](=O)[O-])cc2)c(Cl)c1	0%	·	-7%	-9%	·	·	4%	0%
CC(C)(C)c1cc(CN2CCCC(O)C2)c(O)c(C(C)(C)C)c1 (stereo not given)	-4%	2%	-3%	i	-14%	?	3%	-9%
COc1cccc(-c2ccc(SCC(=O)NCCc3ccccc3)nn2)c1	5%	-10%	-2%	i	-9%[9.22 µM]	?	14%	0%
